Screening data (PubChem BioAssay)
RXFP1 antag = RXFP1 (human) relaxin receptor antagonism. Q9HBX9. HEK293-RXFP1, relaxin-stimulated cAMP HTRF, 30 min; stronger effect = lower value. activity change, negative = inhibition, % at 57.5 µM. 350,000 compounds, 0.59% hits;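 active means activity change of -60% or lower, but not beyond a set lower limit; inconclusive means change between -60% and -40%, or beyond the set limit; inactive means change above -40%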; further: on the % scale 0 is the no-effect control and ±100 the full control effect
D1 antagonist = blocks dopamine activation of the human D1 receptor. P21728. HEK293 TREx D1 cells, calcium flux, dopamine EC80; stronger effect = lower value. activity change, negative = inhibition, % at 10 µM. 360,000 compounds, 3.2% hits; in the data active means activity change below about -30%; further: on the % scale 0 is the no-effect control and ±100 the full control effect
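Tetracycline-induced HEK293 Trex D1 cells, force-coupled to calcium, dye-loaded; compounds added and read 180 s, then EC80 dopamine added and calcium flux tracked kinetically another 180 s.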
D2 potentiator = positive allosteric modulators of human D2 dopamine receptor; P14416; HEK293 T-REx D2, calcium flux, EC20 dopamine potentiation; potentiation, % at 10 µM; 340,000 compounds, 0.34% hits; AID 485347;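 active means potentiation over 3 SD above the plate norm, cut at about 30% in these data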; further: 0% is about no effect
Target sequence (P14416 whole entry, looked up): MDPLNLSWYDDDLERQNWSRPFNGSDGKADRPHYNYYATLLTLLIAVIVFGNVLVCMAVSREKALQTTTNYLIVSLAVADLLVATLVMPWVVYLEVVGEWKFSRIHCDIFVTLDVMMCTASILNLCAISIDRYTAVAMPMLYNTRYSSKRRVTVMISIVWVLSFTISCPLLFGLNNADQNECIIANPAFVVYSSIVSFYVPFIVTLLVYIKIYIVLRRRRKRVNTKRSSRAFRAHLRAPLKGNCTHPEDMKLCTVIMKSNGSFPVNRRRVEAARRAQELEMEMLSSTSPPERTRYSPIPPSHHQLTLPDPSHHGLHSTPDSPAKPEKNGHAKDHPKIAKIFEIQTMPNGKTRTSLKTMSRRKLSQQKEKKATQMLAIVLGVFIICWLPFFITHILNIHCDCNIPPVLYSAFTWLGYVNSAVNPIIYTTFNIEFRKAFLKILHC
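Tetracycline-induced HEK293 T-REx cells force-coupled to calcium signalling expressed D2; compounds were pin-added after a 10 s baseline, read kinetically 180 s, then an EC20 dopamine challenge followed with a further 180 s calcium read.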
D1 agonist = agonists of human D1 dopamine receptor; HEK293 T-REx D1 cells, calcium flux, agonist mode; activation, % at 2 µM; 360,000 compounds, 1% hits; AID 504660; further: 0% is about no effect
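Agonism was scored from calcium flux recorded over 180 s (1 read/s) after pintool compound addition, following a 10-cycle baseline. Cells were inducible force-coupled HEK293 TREx D1, plated overnight at 30 C and loaded with no-wash calcium dye.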
TRHR agonist = agonists of human TRH receptor; TRHR cells, calcium flux fluo-8, FDSS agonist mode; activation, % at 2 µM; 360,000 compounds, 0.18% hits; AID 493084; further: 0% is about no effect
Target sequence (P34981 whole entry, looked up): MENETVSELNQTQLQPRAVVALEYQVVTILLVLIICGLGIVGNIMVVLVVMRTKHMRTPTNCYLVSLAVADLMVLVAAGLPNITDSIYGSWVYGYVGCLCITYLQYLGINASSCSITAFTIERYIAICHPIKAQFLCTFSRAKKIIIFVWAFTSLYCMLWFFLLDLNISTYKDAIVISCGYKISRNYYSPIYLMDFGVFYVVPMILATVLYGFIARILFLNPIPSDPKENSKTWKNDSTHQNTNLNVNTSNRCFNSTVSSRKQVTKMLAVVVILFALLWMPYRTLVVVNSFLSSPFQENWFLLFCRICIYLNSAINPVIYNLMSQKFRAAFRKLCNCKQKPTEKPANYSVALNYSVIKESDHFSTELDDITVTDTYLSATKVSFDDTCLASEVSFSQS
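Agonist-mode FDSS calcium read (Ex 480/Em 530, 1 s cycles) in 1536-well TRHR cells with fluo-8 dye, after 10-cycle baseline and 23 nL compound addition; TRH at EC20 (10 nM final) added afterwards for the enhancer phase.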
TRHR PAM = allosterically enhances the human TRH receptor | P34981 | AID 493056 | enhancement, % at 2 µM | TRHR cells, fluo-8 calcium fluorescence, EC20 TRH enhancement | 360,000 compounds, 0.66% hits; in the data active means enhancement above about 30%; further: 0% is about no effect
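Enhancer read-out: after compound pinning and an initial kinetic agonist-mode read, an EC20 of TRH (10 nM final) was injected and fluo-8 calcium signal (Ex 480/Em 530) followed at 1 s/cycle for 100 cycles in TRHR-expressing cells.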
D2 antag = D2 dopamine receptor (human) antagonism; inhibition, % at 10 µM; 340,000 compounds, 2% hits; HEK293 TREx D2 cells, calcium flux, dopamine EC80; AID 485344; in the data active means inhibition above about 30%; further: 0% is about no effect
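Compounds are added to dye-loaded, induced HEK293 T-REx cells coupled to calcium release via D2; after a 3 min kinetic read an EC80 dopamine stimulus is given and fluorescence is recorded for 3 more min.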
D1 PAM = human D1 dopamine receptor positive modulation; AID 504651; 360,000 compounds, 0.036% hits; potentiation, % at 10 µM; P21728; HEK293 TREx D1 cells, calcium flux, dopamine EC20 potentiation; in the data active means potentiation above about 30%; further: 0% is about no effect
D2 ag = activates the human D2 dopamine receptor; activation, % at 2 µM; 340,000 compounds, 0.53% hits; HEK293 T-REx D2 cells, calcium flux agonist mode; P14416;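 active means activation over 3 SD above normal in the single-dose calcium agonist read, cut at about 30% in these data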; further: 0% is about no effect
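Agonism is scored from calcium flux in a force-coupled, inducible HEK293 cell line expressing D2, read kinetically for 180 s after compound addition against dopamine controls.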
* = called active by the depositor; & = joins results of further samples. Unless noted, no stated cut-off is given here; in the data, active means activation above about 30%; inactive means the rest.

Cc1ccc(N2CC(C(=O)Nc3nc4ccc(S(C)(=O)=O)cc4s3)CC2=O)cc1 (configuration not stated) was read as RXFP1 antag -7, D1 antagonist -10, D2 potentiator 0, D1 agonist 2, TRHR agonist 0.6, TRHR PAM 4, D2 antag 1, D1 PAM 2 and D2 ag -0.5.
`CCOc1ccc2nc(NCCCNC(=O)c3cc(OC)c(OC)c(OC)c3)c(C#N)cc2c1` gave RXFP1 antag 11, D1 antagonist -3, D2 potentiator 8, D1 agonist 0, TRHR agonist 1.1, TRHR PAM -1, D2 antag 1, D1 PAM 7 and D2 ag 0.6.
`C=CCn1c(SCC(=O)Nc2sccc2C#N)nc2sc(C)c(C)c2c1=O` gave RXFP1 antag -4, D1 antagonist 0, D2 potentiator -1, D1 agonist 0, TRHR agonist 0.1, TRHR PAM 2, D2 antag 32*, D1 PAM -2 and D2 ag 0.6.
Screening Cc1ccc(NC(NC(=O)OCCn2c([N+](=O)[O-])cnc2C)C(Cl)(Cl)Cl)cc1 (configuration not stated) returned D1 antagonist 16, D2 potentiator 6, D1 agonist 3, TRHR agonist -0.1, TRHR PAM 0, D2 antag 1, D1 PAM -7 and D2 ag 0.9.
Screening CCOC(=O)c1noc2nc(C)n(CC(=O)Nc3cccc(OC)c3)c(=O)c12 returned RXFP1 antag -23, D1 antagonist 12, D1 agonist 0, TRHR agonist -0.1, TRHR PAM -2, D1 PAM -1 and D2 ag 0.4.
COc1ccc(NC(=O)N2CCCC2C(=O)NCC2CCCCC2)cc1 (configuration not stated) was read as RXFP1 antag -15, D1 antagonist -3, D2 potentiator -7, D1 agonist 1, TRHR agonist 0.2, TRHR PAM 10 and D1 PAM -2.
`O=C(CN(CC1CCCO1)C(=O)Cn1nnc(-c2ccc(F)cc2)n1)NC1CCCCC1` (configuration not stated) gave RXFP1 antag 2, D1 antagonist -2, D2 potentiator 9, D1 agonist 2, TRHR agonist -1.1, TRHR PAM 8, D2 antag -1, D1 PAM -4 and D2 ag 0.2.
For Cc1ccc(/C=N/Nc2nnc(Cc3ccccc3)c(=O)[nH]2)o1 the results were RXFP1 antag 1, D1 antagonist 7, D2 potentiator -1, D1 agonist 1, TRHR agonist 0.0, TRHR PAM 2, D2 antag 1, D1 PAM -7 and D2 ag 1.5.
CC(NC(=O)c1cc(-c2ccc(Cl)cc2)on1)c1ccccc1 (configuration not stated) was read as D1 antagonist 4, D2 potentiator -2, D1 agonist 4, TRHR agonist -2.0, TRHR PAM -8, D1 PAM 1 and D2 ag -0.4.
Screening CCCCNC(=O)NNC(=O)c1ccc(F)cc1 returned RXFP1 antag -4, D1 antagonist 1, D2 potentiator -4, D1 agonist 3, TRHR agonist 0.1, TRHR PAM -2, D2 antag 4, D1 PAM -3 and D2 ag 1.9.
`COc1cccc(NC(=O)Cc2nnc(SCC(=O)NC3CCCC3)n2C)c1` gave RXFP1 antag 7, D1 antagonist 5, D2 potentiator 7, D1 agonist 0, TRHR agonist 1.4, TRHR PAM 13, D2 antag 13, D1 PAM 5 and D2 ag 0.3.
`Cc1ccc(OCC(=O)NCCCNC(=O)c2cccnc2)cc1` gave RXFP1 antag 0, D1 antagonist 9, D2 potentiator 2, D1 agonist 4, TRHR agonist 0.4, TRHR PAM -1, D2 antag 12 and D2 ag 1.2.
Cc1nc2ccc(NC(=O)N3CCCCC3)cc2s1 was read as RXFP1 antag 3, D1 antagonist 8, D2 potentiator -6, D1 agonist 0, TRHR agonist 0.4, TRHR PAM -4, D2 antag 6, D1 PAM 17 and D2 ag 0.4.
`O=C(CNC(=O)c1ccccc1F)N/N=C/c1cccs1` gave RXFP1 antag -4, D1 antagonist 1, D2 potentiator 19, D1 agonist 4, TRHR agonist 0.5, TRHR PAM -4, D2 antag -13, D1 PAM -3 and D2 ag 0.7.
Screening CC(c1nnc(SCC(=O)N(C)C2CCS(=O)(=O)C2)n1-c1ccccc1)N(C)C (configuration not stated) returned RXFP1 antag -4, D1 antagonist -7, D1 agonist 1, TRHR agonist 0.6, TRHR PAM 18 and D1 PAM -1.
Cc1cc(C)c(S(=O)(=O)c2ccc(Cl)cc2)c(=O)[nH]1 was read as RXFP1 antag -2, D1 antagonist 4, D2 potentiator -3, D1 agonist 2, TRHR agonist 0.2, TRHR PAM 6, D2 antag -5, D1 PAM 3 and D2 ag 1.0.
For N/C(=N\OC(=O)c1cccs1)c1cccc([N+](=O)[O-])c1 the results were RXFP1 antag 11, D1 antagonist -16, D2 potentiator 4, D1 agonist -3, TRHR agonist -1.6, TRHR PAM 16, D2 antag -7, D1 PAM 2 and D2 ag 0.6.
For Cc1ccc(OCc2nnc(SCC(=O)Nc3ncc(C)s3)o2)cc1 the results were RXFP1 antag -23, D1 antagonist -6, D2 potentiator 4, D1 agonist 4, TRHR agonist -0.1, TRHR PAM 7, D2 antag 2, D1 PAM 2 and D2 ag 0.0.
For O=C(O)c1ccc2[nH]c3c(c2c1)CSCC3 the results were RXFP1 antag 0, D1 antagonist 11, D1 agonist 2, TRHR agonist 1.7, TRHR PAM -2, D2 antag -17, D1 PAM 1 and D2 ag 1.3.
`Cc1ccc(S(=O)(=O)N2CCOCC2)cc1C(=O)Nc1ccc(-c2cn3ccsc3n2)cc1` gave RXFP1 antag -7, D1 antagonist -14, D2 potentiator 0, D1 agonist 2, TRHR agonist 0.1, TRHR PAM 3, D2 antag 17, D1 PAM -4 and D2 ag 0.1.

The last two compounds of the section before are carried over, then new ones follow:
For O=C(O)c1ccc2[nH]c3c(c2c1)CSCC3 the results were RXFP1 antag 0, D1 antagonist 11, D1 agonist 2, TRHR agonist 1.7, TRHR PAM -2, D2 antag -17, D1 PAM 1 and D2 ag 1.3.
`Cc1ccc(S(=O)(=O)N2CCOCC2)cc1C(=O)Nc1ccc(-c2cn3ccsc3n2)cc1` gave RXFP1 antag -7, D1 antagonist -14, D2 potentiator 0, D1 agonist 2, TRHR agonist 0.1, TRHR PAM 3, D2 antag 17, D1 PAM -4 and D2 ag 0.1.
`COc1ccc(N2CCN(C(=O)CCCCCn3c(=S)[nH]c4cc5c(cc4c3=O)OCO5)CC2)cc1` gave RXFP1 antag inconclusive, D1 antagonist 7, D2 potentiator 5, D1 agonist -2, TRHR agonist 0.8, TRHR PAM -8, D2 antag -32, D1 PAM -4 and D2 ag -0.3.
`Cn1c(=NC(=O)c2cnccn2)sc2ccccc21` gave RXFP1 antag -4, D1 antagonist -8, D2 potentiator 13, D1 agonist 2, TRHR agonist -0.8, TRHR PAM -6, D2 antag -11, D1 PAM -8 and D2 ag -1.4.
Screening Brc1cccc(OCCCNC2CCCC2)c1 returned RXFP1 antag 4, D1 antagonist 10, D2 potentiator -26, D1 agonist 10, TRHR agonist 2.9, TRHR PAM -4, D2 antag 58*, D1 PAM -1 and D2 ag 7.8.
For O=C1CN(C(=O)c2c(F)cccc2F)C(c2ccc(F)cc2)c2cc(Br)ccc2N1 (configuration not stated) the results were RXFP1 antag 2, D1 antagonist 18, D2 potentiator 20, D1 agonist 8, TRHR agonist -1.0, TRHR PAM 7, D2 antag 5, D1 PAM -9 and D2 ag 0.0.
`Cc1noc(Cn2c(=O)c3ccccc3n(CC(=O)Nc3ccc(C(C)C)cc3)c2=O)n1` gave RXFP1 antag -15, D1 antagonist -12, D2 potentiator 1, D1 agonist 4, TRHR agonist 1.0, TRHR PAM 4, D1 PAM -2 and D2 ag 0.0.
Cc1onc(C(=O)/C=C/N(C)C)c1C(=O)Nc1nccs1 was read as RXFP1 antag -6, D1 antagonist 5, D2 potentiator -13, D1 agonist 3, TRHR agonist -0.3, TRHR PAM -5, D2 antag -1, D1 PAM -2 and D2 ag 0.6.
`CC[C@@]12C(=O)N(c3cccc(Cl)c3)C(=O)N1[C@H](c1ccc(Br)cc1)[C@@H]1C(=O)N(C(C)(C)C)C(=O)[C@@H]12` gave D1 antagonist -22, D2 potentiator 6, D1 agonist 12, TRHR agonist 1.1, TRHR PAM -6, D2 antag 4, D1 PAM -3 and D2 ag 1.0.
`CC(C)CCNC(=O)CCCN1C(=O)c2ccccc2Sc2ncccc21` gave RXFP1 antag 10, D1 antagonist -21, D2 potentiator 2, D1 agonist 0, TRHR agonist 0.3, TRHR PAM -2, D1 PAM -4 and D2 ag -0.1.
Cc1c(Cl)cnc(NC(=O)CSc2nnc(C)n2Cc2ccccc2)c1Cl was read as RXFP1 antag -8, D2 potentiator 14, D1 agonist -2, TRHR agonist -0.2, TRHR PAM 10, D2 antag -20, D1 PAM 0 and D2 ag 0.8.
Screening O=C1N(Cc2ccccc2Cl)c2ccccc2C1(O)c1c[nH]c2ccccc12 (configuration not stated) returned D1 antagonist 17, D2 potentiator 17, D1 agonist 1, TRHR agonist -0.6, TRHR PAM 4, D1 PAM -2 and D2 ag 0.6.
CN(C)c1ccc(CNn2cnnc2)cc1 was read as RXFP1 antag -13, D1 antagonist 4, D2 potentiator -7, D1 agonist 2, TRHR agonist 0.2, TRHR PAM 13, D2 antag 15, D1 PAM -1 and D2 ag 0.0.
Screening CN(CCOC(=O)CN1C(=O)c2ccccc2C1=O)C1=NS(=O)(=O)c2ccccc21 returned D1 antagonist -2, D2 potentiator -2, D1 agonist 2, TRHR agonist -0.4, TRHR PAM 2, D2 antag -17, D1 PAM 5 and D2 ag -2.5.
For CCn1cc(CCC(=O)NCc2ccc(F)cc2)c2ccccc21 the results were RXFP1 antag 2&-11, D1 antagonist -22&-6, D2 potentiator 7&-15, D1 agonist 4&0, TRHR agonist 0.7&-0.4, TRHR PAM 10&0, D2 antag -2, D1 PAM -5&-4 and D2 ag -0.5&0.7.
N=C(N)Cc1ccccc1Sc1ccccc1 was read as D1 antagonist -49*, D2 potentiator -12, D1 agonist 5, TRHR agonist 1.5, TRHR PAM -7, D2 antag 14, D1 PAM -8 and D2 ag 0.3.

Grouped by structure: the compounds so far with fluorine (5)
`O=C(CN(CC1CCCO1)C(=O)Cn1nnc(-c2ccc(F)cc2)n1)NC1CCCCC1` (configuration not stated) gave RXFP1 antag 2, D1 antagonist -2, D2 potentiator 9, D1 agonist 2, TRHR agonist -1.1, TRHR PAM 8, D2 antag -1, D1 PAM -4 and D2 ag 0.2.
Screening CCCCNC(=O)NNC(=O)c1ccc(F)cc1 returned RXFP1 antag -4, D1 antagonist 1, D2 potentiator -4, D1 agonist 3, TRHR agonist 0.1, TRHR PAM -2, D2 antag 4, D1 PAM -3 and D2 ag 1.9.
`O=C(CNC(=O)c1ccccc1F)N/N=C/c1cccs1` gave RXFP1 antag -4, D1 antagonist 1, D2 potentiator 19, D1 agonist 4, TRHR agonist 0.5, TRHR PAM -4, D2 antag -13, D1 PAM -3 and D2 ag 0.7.
For O=C1CN(C(=O)c2c(F)cccc2F)C(c2ccc(F)cc2)c2cc(Br)ccc2N1 (configuration not stated) the results were RXFP1 antag 2, D1 antagonist 18, D2 potentiator 20, D1 agonist 8, TRHR agonist -1.0, TRHR PAM 7, D2 antag 5, D1 PAM -9 and D2 ag 0.0.
For CCn1cc(CCC(=O)NCc2ccc(F)cc2)c2ccccc21 the results were RXFP1 antag 2&-11, D1 antagonist -22&-6, D2 potentiator 7&-15, D1 agonist 4&0, TRHR agonist 0.7&-0.4, TRHR PAM 10&0, D2 antag -2, D1 PAM -5&-4 and D2 ag -0.5&0.7.
